K1F lysis inhibition – protection from phage-mediated lysis, alamar blue read-out – E. coli UTI89, K1F phage, bacterial capsule biogenesis inhibitors (AID 488966). E. coli UTI89 K1F phage lysis, alamar blue, 2 h; higher % means a stronger effect. inhibition, % at 100 µM; hits with a dose series show IC50 in µM. actives 0.02% (n = 340,000);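 active = phage lysis inhibition, versus mean bacterial control, above a set limit; inconclusive = no clear call, values can overlap the other calls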;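 note: capsule biogenesis inhibitors block K1F phage lysis so surviving cells raise fluorescence; higher fluorescence means more inhibition of phage lysis; actives were called in the ten point dose series up to 300 µM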
Salmonella PhoP GFP – PhoP-dependent GFP reporter repression – Salmonella Typhimurium, primary screen (AID 1863) | S. Typhimurium PhoP-regulated promoter GFP reporter, 4 h; higher % means a stronger effect | one-dose inhibition, % at 50 µM; IC50 in µM for titrated hits | actives 0.16% (n = 300,000);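 active = inhibition over 29.93%, a cutoff 3 SD above the screen mean, later confirmed by dose response; inconclusive = inhibition over 29.93% but no dose response follow-up; inactive = inhibition at most 29.93% or unconfirmed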;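 note: 0% = low Mg2+ inducing control and 100% = high Mg2+ repressing control; strong numbers were not always called active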
Large T inhibition – SV40 large T antigen inhibitors, biochemical (AID 1903) | SV40 large T antigen ATPase/helicase inhibition assay; higher % means a stronger effect | inhibition, % at 20 µM; hits with a dose series show IC50 in µM | actives 0.39% (n = 310,000); in the data active = a potency from the dose series; inconclusive = inhibition mostly from about 32% at the one dose, without a potency; inactive = the rest, 99 in 100 with inhibition below about 32%; note: strong numbers were not always called active
NTR1 agonist – NTR1-driven beta-arrestin-GFP spot formation – imaging, U2OS cells, high content, primary screen (AID 493036) | agonist mode | actives 0.17% (n = 330,000) | activation, % at 20 µM;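 active = activation at or above 40% of the spot to cytoplasm intensity ratio, with at least 20 cells analyzed; inconclusive = wells under 20 cells, flagged as cytotoxic or low count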;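 note: 0% = DMSO without peptide and 100% = 100 nM NTR1 peptide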
Target sequence (P30989 whole entry, looked up): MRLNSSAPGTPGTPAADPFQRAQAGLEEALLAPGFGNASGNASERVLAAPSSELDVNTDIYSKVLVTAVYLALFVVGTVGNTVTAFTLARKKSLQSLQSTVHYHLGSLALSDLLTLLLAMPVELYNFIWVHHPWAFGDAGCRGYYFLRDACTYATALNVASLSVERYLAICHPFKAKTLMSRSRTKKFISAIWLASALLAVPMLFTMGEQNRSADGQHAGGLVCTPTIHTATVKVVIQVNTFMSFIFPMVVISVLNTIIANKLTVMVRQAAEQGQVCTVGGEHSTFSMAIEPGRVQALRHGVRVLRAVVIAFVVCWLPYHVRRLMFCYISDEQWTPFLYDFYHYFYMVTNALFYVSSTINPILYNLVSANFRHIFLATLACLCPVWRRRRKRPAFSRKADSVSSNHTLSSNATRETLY
T cell modulator – modulates CD8 T cell binding to vesicles | calls only at 7 µM | 2C CD8+ T cell-vesicle binding, flow cytometry; stronger effect = lower value | actives 0.068% (n = 330,000);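 active = response, share of CD8 T cells binding vesicles, and their 90th percentile fluorescence all below set limits, cut at about 80% in these data, passing the limit was not always enough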
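Material: 2C TCR transgenic mouse naive CD8+ T cells, MACS-purified. Also added: QL9-charged Drosophila Ld/ICAM-1/B7-1 vesicles. Timing: binding 1.5 h at 37 °C. Measured by: high-throughput flow cytometry with anti-B7-1 and anti-CD8 staining. Read-out: percent CD8+ FL2 mean versus row control. Controls: Unloaded micro-vesicles (low), QL9 vesicles with 0.7% DMSO (high).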
Myeloid diff 2 – compounds promoting myeloid differentiation; ER-HoxA9 myeloid progenitors, lysozyme-GFP differentiation, flow cytometry; calls only at 10 µM; actives 1% (n = 360,000);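 active = normalized GFP-positive differentiation at or above the plate's own cutoff, the solvent-only control mean plus 3 SD; inconclusive = no clear call, values can overlap the other calls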;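 note: cells exposed to compound for four days before flow analysis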
TNAP activation fold – human TNAP enzyme activators, primary screen, biochemical, luminescent, no phosphate acceptor, uHTS (AID 1001). actives 0.03% (n = 200,000). purified TNAP, luminescent activation assay, no phosphate acceptor; higher activation fold means a stronger effect. one-dose activation fold at 20 µM; EC50 in µM for titrated hits; in the data active = activation fold from about 3, or a potency from the dose series; inactive = the rest, 99 in 100 with activation fold below about 1.6; note: many of its hits are not listed in these tables
MgcRacGAP inhibition – MgcRacGAP GTPase-activating activity inhibitors, confirmation, biochemical, ADP Hunter fluorescence; inhibition, % at 30 µM; hits with a dose series show IC50 in µM; AID 624330; MgcRacGAP-stimulated Rac1 GTP hydrolysis, ADP Hunter fluorescence; higher % means a stronger effect; GST-tagged Rac1 F28L mutant substrate; actives 0.6% (n = 340,000);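 active = first-screen hits whose inhibition reached a set limit at any dose in the follow-up dose series; inconclusive = inhibition above the set first-screen limit but never retested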;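 note: fluorescence reports GDP produced by GAP-driven GTP hydrolysis; strong numbers were not always called active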
RSV CPE inhibition – inhibition of RSV-induced cytopathic effect – HEp-2 cells, primary 10 µM value included (AID 2391) | HEp-2 cells, RSV-induced CPE inhibition; higher % means a stronger effect | actives 0.13% (n = 310,000) | CPE inhibition, % at 10 µM; hits with a dose series show IC50 in µM; in the data active = a potency from the dose series; inconclusive = CPE inhibition mostly from about 23% at the one dose, without a potency; inactive = the rest, 99 in 100 with CPE inhibition below about 21%; note: strong numbers were not always called active
T cell modulator vesicle-bound % – further read-out of T cell modulator, marked with its call; double positive events, %; measured here: CD8+ vesicle-bound cell fraction;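 binding gate set so that unloaded-vesicle control wells show 10% double positive cells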
NTR1 agonist cell count 20 µM – further read-out of NTR1 agonist, marked with its call; cell count; measured here: cell count, cytotoxicity flag
Myeloid diff 2 GFP+ MAC1+ % – second read-out of Myeloid diff 2, no call of its own (marks repeat the call); GFP+ MAC1+ double positive, %; measured here: differentiation confirmed by MAC1 staining
Starred values were filed as active, the others as inactive; i = inactive; ? = inconclusive; nt = not tested or not shown; [ ] = dose if it differs, or a comment. Random draw from the library, and some 2.3% of all compounds hit somewhere here.

SMILES	K1F lysis inhibition	Salmonella PhoP GFP	Large T inhibition	NTR1 agonist	NTR1 agonist cell count 20 µM	T cell modulator	T cell modulator vesicle-bound %	Myeloid diff 2	Myeloid diff 2 GFP+ MAC1+ %	TNAP activation fold	MgcRacGAP inhibition	RSV CPE inhibition
Cn1c(SCc2ccccc2)nnc1-c1cnccn1	8.9%	5.6%	-0.8%	1.6	71	i	57.7	i	0.4	1	1.3%	2.7%
CCOC(=O)c1c(NC(=O)COC(=O)c2ccccn2)sc2c1CCC2	2.0%	3.0%	6.7%	3.6	32	i	34.6	i	0.7	0.9	8.6%	?
C=CCn1c(=O)c2ccccc2n2c(SCC(=O)Nc3sc(C)c(CC)c3C(=O)OCC)nnc12	0.1%	-3.7%	29.7%	2.3	77	i	33.6	i	0.1	0.8	-10.6%	3.1%
C[N+](C)(C)C/C=C1/COCO1	0.5%	0.0%	4.5%	0.9	38	i	57.3	i	0.8	1.1	-0.7%	0.5%
CC(=O)OC1CSC2c3ccccc3C(=O)N2Cc2sccc21 (stereo not given)	0.3%	8.2%	3.8%	0.5	72	i	44.0	i	0.1	1	6.5%	3.0%
CN(C)CCCNS(=O)(=O)c1ccc(N2CCN(Cc3ccc4c(c3)OCO4)CC2)c([N+](=O)[O-])c1	-0.2%	-1.7%	10.9%	0.5	47	i	10.0	i	0.4	nt	25.4%	18.2%
c1ccc(C2NCCn3cccc32)cc1 (stereo not given)	7.5%	8.8%	6.1%	-4.6	92	i	7.3	i	1.8	1.1	12.4%	-0.2%
NC(=O)c1ccsc1NC(=O)COC(=O)c1nc(Cl)ccc1Cl	1.4%[50 µM]	-5.2%	18.7%	-0.4	53	i	17.1	i	1.7	nt	-0.4%	-1.2%
CC(C)(C)NS(=O)(=O)c1ccc(NC(=O)C(Sc2ccccc2)c2ccccc2)cc1 (stereo not given)	0.4%	-1.8%	1.4%	17.0	81	i	34.8	i	0.2	1.2	4.5%	3.6%
O=C(Nc1nc(-c2ccccn2)cs1)c1cccc(-n2cnnn2)c1	0.0%	-0.3%	9.1%	-0.1	58	i	19.3	nt	nt	nt	-0.5%	-0.9%
O=C(Nc1ccc2c(c1)OCO2)C1(S(=O)(=O)c2ccc(Cl)cc2)CC1	-1.5%	1.9%	-3.6%	-0.5	69	i	38.7	i	0.6	1.1	-5.5%	-1.8%
COCCCNC(=O)CN1C(=O)/C(=C/c2ccccc2C)Sc2ccccc21	0.3%	-4.9%	6.9%	-1.2	97	i	40.9	i	0.0	1	7.2%	-0.3%
O=C(NC(=S)N(CCO)Cc1ccccc1)c1ccc(S(=O)(=O)N2CCCC2)cc1	5.8%	6.0%	4.4%	0.3	53	i	47.2	i	0.6	1.1	4.4%	-2.1%
COc1c(C)cccc1C(=O)NC(=S)Nc1ccc2c(c1)Cc1ccccc1-2	0.1%	0.0%	13.1%	nt	nt	nt	nt	i	1.1	1.1	8.6%	nt
O=C(c1ccc(Cn2c(=O)[nH]c3ccccc3c2=O)cc1)N1CCN(c2ccccc2)CC1	0.7%	-15.8%	18.1%	1.2	83	i	37.3	i	1.8	1	-4.8%	5.3%
O=C(COC(=O)c1ccc(NS(=O)(=O)c2ccc3c(c2)OCCO3)cc1)NC1CC1	4.8%	-6.3%	4.0%	-6.6	76	i	49.4	i	0.7	1.1	4.5%	0.1%
Oc1ccc(O)c(-c2cnns2)c1	-6.3%	-5.0%	10µM*	nt	nt	i	39.4	i	1.6	1.1	?	0.8%
O=C(OCC(=O)c1ccc(Cl)s1)c1ccccn1	0.0%	-1.9%	6.8%	-2.8	79	i	12.0	i	0.2	1.1	5.6%	1.7%
COc1ccc(CCNS(=O)(=O)c2ccc3c(c2)n(C)c(=O)c(=O)n3C)cc1OC	0.3%	-4.3%	1.1%	nt	nt	nt	nt	i	1.6	1.2	-0.2%	nt
O=S(=O)(c1ccc(F)cc1)N1CCN(CC2CC3C=CC2C3)CC1 (stereo not given)	0.0%	-1.1%	5.6%	-1.2	39	i	26.0	i	2.2	nt	15.8%	1.2%
Cc1cccc(C(=O)N2CCN(c3ccccn3)CC2)c1	0.4%	3.1%	3.1%	-0.6	54	i	10.4	i	5.9	1.1	5.5%	2.4%
Cc1ccc(C)n1-c1ccsc1C(=O)CC#N	-0.5%	-0.8%	29.0%	-0.2	31	i	29.0	i	0.2	1.2	3.2%	1.7%
CCc1ccc(OCCSc2nc3ccccc3n2CCC(=O)O)cc1	0.3%	-10.0%	6.7%	1.7	57	i	58.3	i	0.2	nt	7.2%	5.4%
CC(NS(=O)(=O)c1ccc(F)cc1)C(c1cccs1)N1CCN(C)CC1 (stereo not given)	7.1%	4.0%	1.1%	0.3	57	i	58.5	i	0.3	1.1	7.8%	1.9%
CC1CCCN(c2ccc(C(=O)NCC3CCCO3)cn2)C1 (stereo not given)	7.7%	-11.6%	2.8%	-0.3	57	i	30.6	i	5.6	1.1	3.9%	-0.8%
O=C(Cn1ccc2ccccc2c1=O)NCCC(=O)Nc1cccnc1	1.3%	5.0%	2.7%	-1.2	55	i	0.0	i	1.9	1.1	9.2%	2.2%
O=C(CSc1ccc2nnc(-c3ccc(F)cc3)n2n1)NCc1ccco1	0.4%	-5.0%	8.8%	1.7	37	i	13.2	i	7.4	1.1	16.5%	0.6%
CCN1C(=Nc2ccc(Cl)cc2)SC/C1=C\C(=O)OC	5.7%	12.6%	6.7%	3.1	55	i	20.4	i	2.0	1.1	7.0%	7.2%
Cc1cccc2cc(C#N)c(NCc3ccccc3)nc12	-0.1%	6.2%	8.7%	2.5	42	i	31.9	i	0.3	1.1	6.6%	-0.4%
O=S1(=O)NC2CCCCCN2c2ccc(F)cc21 (stereo not given)	1.1%	-2.8%	12.1%	-0.1	36	i	14.6	i	0.7	1.1	7.1%	0.4%
Cc1ccc2cc3c(NC(=O)C(C)C)nn(C)c3nc2c1	0.0%	3.2%	9.3%	1.6	44	i	1.0	i	0.9	0.9	11.3%	1.1%
Cc1ccc(CC2CC(=O)N(CCc3ccccc3)C2=O)cc1 (stereo not given)	0.3%	-4.5%	2.2%	2.8	58	i	52.9	i	0.9	1	4.9%	19.7%
COc1ccc(C2OC(=O)CC2C(=O)N2CCN(c3cc(Cl)ccc3C)CC2)cc1OC (stereo not given)	-0.1%	-8.2%	16.3%	1.2	95	i	29.2	i	3.3	0.9	-0.8%	3.5%
O=C(COc1cccc2cccnc12)N/N=C/c1ccccc1O	0.2%	0.2%	0.8%	2.0	60	i	23.4	i	0.2	nt	9.7%	8.9%
CC(C)(C)OC(=O)NCC12C=CC(O1)C1C(=O)N(Cc3ccccc3)C(=O)C12 (stereo not given)	-0.6%	-1.2%	8.1%	-0.3	7	i	50.4	i	1.0	1.1	4.6%	2.6%
COCCNS(=O)(=O)c1cc(-c2nn(C)c(=O)c3ccccc23)ccc1C	1.8%	-4.5%	7.0%	-1.0	67	i	64.6	i	0.7	1.1	2.8%	2.7%
O=C(NCc1ccc(Cl)cc1)C1CCC(CNc2c(N3CCCCC3)c(=O)c2=O)CC1 (stereo not given)	0.6%	6.4%	9.7%	-1.7	52	i	28.6	i	3.0	1.1	6.4%	0.9%
O=C(c1cccc(F)c1)N1CCCc2ccccc21	1.3%	-3.9%	8.6%	-0.5	45	i	51.8	i	0.5	nt	8.1%	0.8%
C=CCc1ccccc1OCC(O)CN(CC)CC (stereo not given)	4.9%	2.9%	13.5%	0.2	59	i	20.4	i	2.0	1	1.6%	6.2%
Cc1cccc(C)c1N(CC(=O)N1CCN(c2ccccc2F)CC1)S(C)(=O)=O	0.3%	5.5%	12.3%	1.0	46	i	29.0	i	0.7	1	3.7%	2.3%
CN(C(=O)COC(=O)c1cc(S(=O)(=O)N2CCCCC2)ccc1Cl)c1ccccc1	-1.0%[50 µM]	nt	nt	5.1	50	i	37.2	i	0.5	nt	-1.9%	1.5%
CC1CN(C(=O)C(C)OC(=O)c2ccc3ncsc3c2)CC(C)O1 (stereo not given)	0.3%[50 µM]	nt	nt	-0.8	81	i	38.3	i	0.9	nt	4.3%	0.9%
O=C(COC(=O)c1ccco1)NNC(=O)c1ccc(Cl)cc1	0.1%[50 µM]	nt	nt	-2.5	53	i	24.9	i	0.3	nt	2.7%	nt
O=C(c1ccccc1)n1ccc(-c2cccs2)n1	0.3%	-4.3%	1.8%	-0.4	38	i	24.4	i	0.9	nt	4.1%	-2.2%
c1ccc(-c2ccc3c(c2)c2c4n3CCN=C4CCC2)cc1	3.1%	4.6%	6.0%	8.3	93	i	24.8	i	0.8	1	11.5%	-3.5%
C[C@@H]1NS(=O)(=O)[C@H]2C[C@@H]3C=C[C@]2(O3)[C@H]1OC(=O)Nc1ccc(C(F)(F)F)cc1[N+](=O)[O-]	1.6%	nt	nt	-1.8	60	i	58.9	i	0.8	nt	3.3%	0.3%
O=C1CCC(=O)N1CC(=O)N1CCCc2ccccc21	0.0%	1.4%	4.4%	-0.3	50	i	18.8	i	1.0	nt	0.7%	0.8%
CC[C@H](C)C(=O)N[C@H]1CCCN1C(=O)/C=C/c1ccccc1	1.5%	nt	nt	-0.4	68	i	28.5	i	0.5	nt	13.9%	2.5%
Cc1c(NC(=O)CSc2ccc3ccccc3n2)c(=O)n(-c2ccccc2)n1C	1.0%[50 µM]	nt	nt	-3.0	66	i	10.4	i	1.1	nt	8.2%	0.6%

A run of entries taken from the entries so far, for reference:
SMILES	K1F lysis inhibition	Salmonella PhoP GFP	Large T inhibition	NTR1 agonist	NTR1 agonist cell count 20 µM	T cell modulator	T cell modulator vesicle-bound %	Myeloid diff 2	Myeloid diff 2 GFP+ MAC1+ %	TNAP activation fold	MgcRacGAP inhibition	RSV CPE inhibition
CN(C(=O)COC(=O)c1cc(S(=O)(=O)N2CCCCC2)ccc1Cl)c1ccccc1	-1.0%[50 µM]	nt	nt	5.1	50	i	37.2	i	0.5	nt	-1.9%	1.5%
CC1CN(C(=O)C(C)OC(=O)c2ccc3ncsc3c2)CC(C)O1 (stereo not given)	0.3%[50 µM]	nt	nt	-0.8	81	i	38.3	i	0.9	nt	4.3%	0.9%

Assay outcomes from PubChem.
